# Compound activity: PubChem BioAssay, several laboratories
# TRPC6 inhibitor = blocks the mouse TRPC6 cation channel. hit rate 1.1% among 310,000. HEK293-TRPC6, membrane potential dye, ACh-evoked depolarization; hits give low values. B-score at 10 µM. AID 2553. Q61143;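 active = B-score under library mean minus 3 SD, initial fluorescence not abnormally high, positive integrated signal ratio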;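 also: B-score derived from integrated fluorescence ratio over the kinetic read; more negative B-score means stronger inhibition of depolarization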
# SKKanGAS inh = blocks kanamycin growth of S. pyogenes SKKanGAS strain. BacTiter-Glo, 6 h. inhibition, % at 7.5 µM. hit rate 1.3% among 300,000. AID 1662;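 active = mean replicate score, as percent of positive control median, at least 50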;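 also: strain carries kanamycin resistance gene driven by streptokinase promoter and grows in 40 µg/ml kanamycin; loss of luminescence reflects streptokinase promoter inhibition or plain growth inhibition; 0% = median of DMSO wells and 100% = positive control at its reference dose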
# MrgX1 PAM = human MrgX1 positive allosteric modulation, primary screen. Q96LB2. B-score at 10 µM. MrgX1-HEK293, Fluo-4 calcium flux, FDSS; hits give high values. hit rate 0.63% among 310,000;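 active = plate-corrected calcium response at least 3 library SD above typical, normal starting fluorescence, not activating the receptor alone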;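 also: compound read alongside a low EC10 to EC30 dose of BAM8-22 agonist; peak minus trough fluorescence over baseline measured at the second addition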
# Target sequence (Q96LB2 whole entry, looked up): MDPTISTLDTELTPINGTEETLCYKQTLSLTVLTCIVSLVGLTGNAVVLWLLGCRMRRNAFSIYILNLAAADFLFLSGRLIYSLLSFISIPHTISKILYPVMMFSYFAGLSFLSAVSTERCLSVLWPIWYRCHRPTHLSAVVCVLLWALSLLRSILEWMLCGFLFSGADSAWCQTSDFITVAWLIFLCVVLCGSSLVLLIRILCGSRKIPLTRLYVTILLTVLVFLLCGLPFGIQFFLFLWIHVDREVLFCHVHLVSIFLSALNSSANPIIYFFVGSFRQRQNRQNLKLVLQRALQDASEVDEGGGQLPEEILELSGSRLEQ
# ANO1 block = inhibitors of mouse TMEM16A calcium-activated chloride channel | Q8BHY3 | HEK293 TMEM16A/YFP iodide influx fluorescence, ionomycin | normalized B-score (activity score, 25-100; higher = stronger inhibition) at 10 µM | hit rate 1.2% among 310,000;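 active = ratio plate-corrected score three or more library SD toward inhibition, starting fluorescence score within five deviations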;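 also: score derived from kinetic fluorescence span divided by baseline fluorescence per well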
# TRPC4 agonist = opens the mouse TRPC4 cation channel; HEK293 TRPC4beta/mu-opioid, Fluo4 calcium fluorescence; hits give high values; AID 2237; Q9QUQ5; hit rate 0.49% among 310,000; B-score at 10 µM;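 active = B-score above 5 SD of library B-scores, and initial fluorescence ratio not above library mean plus 5 SD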;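 also: positive B-score marks a calcium rise read as TRPC4 activation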
#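 Material: HEK293 stable line with TRPC4beta plus mu-opioid receptor; technique: Fluo4 calcium-sensitive dye fluorescence, kinetic, 1 Hz baseline; timing: Fluo4 dye loading 45 min at room temperature, 110 s recording; controls: assay buffer as low control, maximal DAMGO as high control; read-out: integrated baseline-normalised fluorescence ratio, converted to per-well B score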
# MrgX1 agonist = agonists of human MrgX1 receptor; Q96LB2; MrgX1-HEK293 cells, Fluo-4 calcium fluorescence, agonist mode; hits give high values; B-score at 10 µM; hit rate 0.44% among 310,000; AID 588627;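 active = calcium response B-score plate-corrected fluorescence ratio at least 3 library SD, with starting fluorescence B-score inside 5 SD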
#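 Material: HEK293 cells stably expressing human MrgX1 receptor | Quantity: 15,000 cells per well | Times: Cells plated overnight, dye loaded 0.5 h 37 °C, 0.5 h room temperature | Measured by: Kinetic Fluo-4 NW fluorescence of intracellular calcium | Control set: Positive and negative controls per plate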
# TRPC4 block = inhibitors of mouse TRPC4 channel. HEK293 TRPC4beta/mu-opioid, DAMGO-evoked Fluo4 calcium flux; hits give low values. B-score at 10 µM. hit rate 0.39% among 300,000. AID 2247;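 active = B-score over 3 SD under the library average, no early fluorescence shift, positive overall ratio signal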
#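 Assay system: TRPC4beta/mu-opioid receptor HEK293 cell line; compound dosing: single concentration per test compound; detection: Fluo4 Ca2+ flux fluorescence; evaluation: per-well B score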
# TRPC6 act = mouse TRPC6 channel activation; HEK293-TRPC6 membrane potential dye fluorescence; hits give high values; B-score at 10 µM; Q61143; hit rate 0.13% among 310,000;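 active = B-score of the integrated fluorescence ratio above library mean plus 3 SD, and starting fluorescence ratio within library mean plus 5 SD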;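 also: higher score means more depolarization so channel activation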
# TRPC4 PAM = TRPC4 (mouse) allosteric potentiation. AID 2227. HEK293 TRPC4beta/mu-opioid, DAMGO EC20, Fluo-4 Ca2+ flux; hits give high values. hit rate 0.42% among 310,000. Q9QUQ5. B-score at 10 µM;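 active = B-score of calcium response area above 5 SD of library B-scores, with initial fluorescence ratio within 5 SD of library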;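 also: B-score of integrated fluorescence ratio over time as area under calcium response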
# MrgX1 antagonist = antagonists of human MrgX1 receptor. hit rate 1.3% among 310,000. MRGX1-HEK293 calcium flux, Fluo-4, BAM8-22 antagonism; hits give low values. AID 588676. B-score at 10 µM;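 active = calcium-response B-score plate-corrected more than 3 library SD below zero, starting fluorescence within 5 deviations, no agonist response on first addition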;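 also: peak minus trough fluorescence over baseline after final BAM8-22 challenge near maximal dose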
# TMEM16A act = activates or potentiates the mouse TMEM16A chloride channel; HEK293 TMEM16A/YFP-H148Q/I152L, iodide quench fluorescence; hits give low values; B-score at 10 µM; hit rate 0.3% among 340,000; Q8BHY3; AID 623877;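 active = fluorescence-ratio B-score plate-corrected deviation score at least 3 library SD below zero, with starting fluorescence score within 5 deviations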;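 also: channel opened by trigger with iodide after compound preincubation; score built on the fluorescence ratio of max minus min over baseline; more negative score means more quench and so TMEM16A activation or potentiation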
# Numbers without * were called inactive; i = inactive; nt = not tested or not shown. Compounds as they come. About 6.7% of those tested had a hit in this group.
SMILES,TRPC6 inhibitor,SKKanGAS inh,MrgX1 PAM,ANO1 block,TRPC4 agonist,MrgX1 agonist,TRPC4 block,TRPC6 act,TRPC4 PAM,MrgX1 antagonist,TMEM16A act
CCCn1c2ccccc2c2cnn(CC(=O)N3CCOCC3)c(=O)c21,i,13.9,i,i,i,i,i,i,i,i,i
CCOc1cc(C(=O)N=c2sccn2C)cc(Br)c1OC,i,-5.3,i,i,i,i,i,i,i,i,i
CCN(CC)S(=O)(=O)c1ccc(NC(=O)CCC2CCCCC2)cc1,i,4.5,i,i,i,i,i,i,i,i,i
COc1cccc(NC(=O)CNC(=O)c2ccc(C)cc2)c1,i,3.5,i,i,i,i,i,i,i,-9.06*,i
COCCN1CCN(Cc2cn[nH]c2-c2cc3ccccc3o2)CC1,i,5.5,i,i,i,i,i,i,i,i,i
CCCC(=O)N/C(N)=N/c1nc2ccccc2o1,i,-7.0,i,i,i,i,i,i,i,i,i
COc1ccc(OC)c(/C=C2/Sc3ccccc3C2=O)c1,i,-8.9,8.69*,i,i,i,i,i,i,i,i
C=CCN(c1ccc(OC)cc1)S(=O)(=O)c1ccc(Cl)c(C(=O)OCC(=O)NC2CC2)c1,i,3.6,i,i,i,i,i,i,i,i,i
O=C(NNc1ccc(Cl)cc1)c1c(F)cccc1Cl,i,-12.2,i,i,i,i,i,i,i,i,i
COc1cc(/C=C2/CCC/C(=C\c3cc(O)c(OC)c(Cl)c3)C2=O)cc(Cl)c1O,i,42.9,i,i,i,i,i,i,i,i,i
Cc1cccc(OCC(=O)N/N=C/C=C/c2ccco2)c1,i,2.0,i,i,i,i,i,i,i,i,i
COc1cccc(-c2cc(C(=O)N3CCc4ccccc4C3)[nH]n2)c1,i,-1.9,i,i,i,i,i,i,i,i,i
CC1(C)C2CCC(C2)C1(C)NC(=O)CNC1CCCCC1 (stereo unspecified),i,7.5,i,i,i,i,i,i,i,i,i
CCN1CCN(c2ncc(C(=O)Nc3cc(Cl)ccc3OC)c3ccccc23)CC1,i,2.0,i,i,i,i,i,i,12*,i,i
COCCCNS(=O)(=O)c1ccc2[nH]c3c(c2c1)CCCCC3,i,-21.3,i,i,i,i,i,i,i,i,i
Cc1ccc(C)c(NS(=O)(=O)c2cc(C(=O)NCCSC3CCCCC3)ccc2C)c1,i,43.8,i,i,i,i,i,i,i,i,i
O=C(C1=C[C@@H](c2ccc(C(F)(F)F)cc2)C[C@@H](OCCCCO)O1)N1CCN(Cc2ccccc2)CC1,i,0.7,i,i,i,i,i,i,i,i,i
CC1CCN(c2ccc(NC(=S)NC(=O)c3ccco3)cc2)CC1,i,28.0,i,i,i,i,i,i,i,i,i
COC(=O)c1ccc(C(=O)OC)c(NC(=S)N2CCCCC2C)c1 (stereo unspecified),i,-2.7,i,i,i,i,i,i,i,i,i
CC(C)OC(=O)c1ccc(COC(=O)c2cnccn2)cc1,i,-4.9,i,i,i,i,i,i,i,-5.36*,i
CCOC(=O)CC(=O)Nc1ccn[nH]1,i,-0.7,i,i,i,i,i,i,i,i,i
CCc1cccc(NC(=O)C2CCCN(S(=O)(=O)c3cnc[nH]3)C2)c1 (stereo unspecified),i,11.7,i,i,i,i,i,i,i,i,i
CCN(C(=O)CSc1nc(N)cc(N)n1)C1CCS(=O)(=O)C1 (stereo unspecified),i,-1.7,i,i,i,i,i,i,i,i,i
CCOc1ccc(N(CC(=O)N2CCN(Cc3ccccc3)CC2)S(C)(=O)=O)cc1,i,-0.4,i,i,i,i,i,i,i,i,i
Cc1ccc(NC(=O)Cn2nc(C)cc2C)cc1,i,-3.2,i,i,i,i,i,i,i,i,i
CCOc1ccc(CCN2CN(C3CCCCC3)CNC2=S)cc1OCC,i,-5.6,i,i,i,i,i,i,i,i,i
Cc1cc(C)n(CC(=O)c2ccc(Cl)cc2)n1,i,1.1,i,i,i,i,i,i,i,i,i
CCCCOc1ccc(C(=O)OCC(=O)N2CCOCC2)cc1,i,-2.8,i,i,i,i,i,i,i,i,i
COc1cc(CN2CCc3ccc(NC(=O)CCc4ccccc4OC)cc3C2)ccc1O,i,4.6,i,i,i,i,i,i,i,i,i
Cc1cccc(NC(=O)C2CCCN(C(=O)NC3CCCCC3)C2)c1C (stereo unspecified),i,-1.2,i,i,i,i,i,i,i,i,i

# Overlap with the part before: three entries, followed by the next part.
SMILES,TRPC6 inhibitor,SKKanGAS inh,MrgX1 PAM,ANO1 block,TRPC4 agonist,MrgX1 agonist,TRPC4 block,TRPC6 act,TRPC4 PAM,MrgX1 antagonist,TMEM16A act
CCCCOc1ccc(C(=O)OCC(=O)N2CCOCC2)cc1,i,-2.8,i,i,i,i,i,i,i,i,i
COc1cc(CN2CCc3ccc(NC(=O)CCc4ccccc4OC)cc3C2)ccc1O,i,4.6,i,i,i,i,i,i,i,i,i
Cc1cccc(NC(=O)C2CCCN(C(=O)NC3CCCCC3)C2)c1C (stereo unspecified),i,-1.2,i,i,i,i,i,i,i,i,i
CCOC(=O)c1nc(N)c(=O)n(-c2ccc(C)cc2)n1,i,0.8,i,i,i,i,i,i,i,i,i
CCOC(=O)N1CCC(NC(=O)C2CCN(c3nc(-c4ccc(OC)cc4)no3)CC2)CC1,i,-7.7,i,i,i,i,i,i,i,i,i
Cc1nc2sc(C(c3ccccc3)N3CCC(O)CC3)c(O)n2n1 (stereo unspecified),i,-4.5,i,i,i,i,i,i,i,i,i
O=C(/C=C/c1ccccc1)NCC(=O)N/N=C/c1cccs1,i,1.3,i,i,i,i,i,i,i,i,i
O=C1[C@@H]2Cc3c([nH]c4ccccc34)C(c3cccc([N+](=O)[O-])c3)N2C(=O)CN1C1CCN(Cc2ccccc2)CC1 (stereo partly specified),i,14.7,i,i,i,i,i,i,i,i,i
Nc1nc(CSC(=S)N2CCOCC2)nc(Nc2ccc(F)cc2)n1,i,-5.3,i,i,i,i,i,i,i,i,i
CCNc1nc(NC(C)C)nc(N(C#N)Cc2ccccc2)n1,i,-9.2,i,i,i,42.1*,i,i,i,i,i
O=C(O)c1cc(N/N=C/C=C/c2ccccc2[N+](=O)[O-])ccc1Cl,i,-16.9,i,i,i,i,i,i,i,i,i
O=C1c2ccccc2NC(c2ccco2)N1NS(=O)(=O)c1ccccc1 (stereo unspecified),i,-4.0,i,i,i,i,i,i,i,i,i
O=C(O)c1ccc(Oc2ccc(C(F)(F)F)cn2)cc1,i,-4.4,i,i,i,i,i,i,i,i,i
CN(Cc1ccccc1)C(=O)C1CCCN(c2ncnc3c2nc2n3CCCCC2)C1 (stereo unspecified),i,-3.2,i,i,i,i,i,i,i,i,i
NC(Cc1ccccc1)C(O)(c1ccccc1)c1ccccc1 (stereo unspecified),i,4.5,i,i,i,i,i,i,i,i,i
COCCNC(=O)CCCn1c(=O)c2cc(OC)c(OC)cc2n(CC(=O)Nc2ccccc2OC)c1=O,i,-3.9,i,i,i,i,i,i,i,i,i
O=C(c1ccc(F)cc1)C1CCN(C(=O)NC2CCCCC2)CC1,i,11.1,i,i,i,i,i,i,i,i,i
Cc1nn(C)c(C)c1Nc1ccc(N2C(=O)C3C4C=CC(C4)C3C2=O)cc1[N+](=O)[O-] (stereo unspecified),i,7.0,i,i,i,i,i,i,i,i,i
Cc1nc(Nc2nc3ccccc3o2)nc2c1CCC2,i,17.3,i,i,i,i,i,i,i,i,i
CNC(=O)c1c(NC(=O)c2ccc(N3C(=O)CCC3=O)cc2)sc2c1CCC(C)C2 (stereo unspecified),i,60.6*,i,i,i,i,i,i,i,i,i
O=C(c1ccco1)N1CCN(C(=O)C2CCCc3c2[nH]c2ccc(Cl)cc32)CC1 (stereo unspecified),i,12.6,i,i,i,i,i,i,i,i,i
COc1ccccc1NC(=O)CSc1nnc(CCNC(=O)c2ccc(C)cc2)n1C,i,nt,i,i,i,i,i,i,i,i,i
Cc1onc(-c2c(Cl)cccc2Cl)c1NC(=O)NNc1ccccc1,i,3.0,i,i,i,i,i,i,i,i,i
Nc1c(Cl)ncnc1N/N=C/c1cccc(O)c1,i,-1.5,i,i,i,i,i,i,i,i,i
CCn1c(SCC(=O)Nc2cccc(C)n2)nc2c1c(=O)n(C)c(=O)n2C,i,3.7,i,i,i,i,i,i,i,-5.92*,i
Nc1c(C(=O)N/N=C/c2ccc([N+](=O)[O-])cc2)cnn1-c1ccccc1,i,-3.5,i,i,i,i,i,i,i,i,i
O=C(O)C1C(C(=O)O)C1(c1ccccc1)c1ccccc1 (stereo unspecified),i,-4.3,i,i,i,i,i,i,i,i,i
Cc1cccc(N2C(=O)N(c3ccccc3C)C3CS(=O)(=O)CC32)c1 (stereo unspecified),i,4.6,i,i,i,i,i,i,i,i,i
O=C(c1cnn2c(C(F)F)cc(C3CC3)nc12)N1CCCC1,i,-1.4,i,i,i,i,i,i,i,i,i
CCOC(=O)c1c(Cc2ccccc2)c[nH]c1C,i,21.3,i,i,i,i,i,i,i,i,i
O=C(NCCN1CCCC1=O)Nc1ccccc1,i,-4.7,i,i,i,i,i,i,i,i,i
O=C(CN1CCN(c2ccc(Cl)cc2)CC1)Nc1ccc(F)c(F)c1,i,-1.0,i,i,i,i,i,i,i,i,i
C/C(=N/NC(=O)c1ccncc1)c1ccc(NC(=O)c2ccc(Cl)cc2Cl)cc1,i,0.0,i,i,i,i,i,i,i,i,i
Cc1nc(Nc2nc(CSc3ccc(Cl)cc3)cc(=O)[nH]2)nc2ccccc12,i,12.3,i,i,i,i,i,i,i,i,i
CCC(Sc1nc(C)cc(C)n1)C(=O)Nc1nccs1 (stereo unspecified),i,0.8,i,i,i,i,i,i,i,i,i
CN1C(=O)NC(c2cccc(F)c2)C2=C1CC(C)(C)CC2=O (stereo unspecified),i,-0.8,i,i,i,i,i,i,i,i,i
CN(Cc1ccccc1F)C(=O)C(Cc1ccccc1)NC(=O)c1ccccc1 (stereo unspecified),i,-8.5,i,i,i,i,i,i,i,i,i
